Screening results as filed in PubChem BioAssay.
NR2F2 inh = NR2F2 (human) inhibition, primary screen; inhibition, % at 8.6 µM; HEK293T NGFI-A luciferase reporter, luminescence; P24468; hit rate 0.7% among 370,000;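 active = inhibition above a per-plate cutoff, mean inhibition of test wells between control levels plus 3 SD, cut at about 38% in these data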;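 note: cells cotransfected with COUP-TFII expression vector driving the NGFI-A reporter; 0% = median of COUP-TF2 test wells and 100% = reporter-only cells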
Target sequence (P24468 whole entry, looked up): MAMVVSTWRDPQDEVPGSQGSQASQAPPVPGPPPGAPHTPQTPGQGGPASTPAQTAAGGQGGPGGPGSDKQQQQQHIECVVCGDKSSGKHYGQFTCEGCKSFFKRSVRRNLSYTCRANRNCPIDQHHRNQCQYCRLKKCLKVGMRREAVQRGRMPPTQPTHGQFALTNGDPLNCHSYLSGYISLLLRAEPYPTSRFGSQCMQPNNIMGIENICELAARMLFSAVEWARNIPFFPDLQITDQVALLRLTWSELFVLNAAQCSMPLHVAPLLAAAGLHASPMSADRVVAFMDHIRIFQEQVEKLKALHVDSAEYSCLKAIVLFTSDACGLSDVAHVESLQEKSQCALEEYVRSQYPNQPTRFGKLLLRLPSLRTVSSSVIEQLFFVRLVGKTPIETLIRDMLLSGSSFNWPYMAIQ
C8 TRAIL sens = caspase-8 TRAIL sensitization | hit rate 1% among 360,000 | NB7+C8 cells + TRAIL, ATPlite viability luminescence | inhibition (viability loss, TRAIL sensitization), % at 10 µM | AID 624354;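 active = compounds causing at least 50% loss of cell viability in the single-dose screen, relative to plate controls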
NCOA2 inhibitor = inhibits human steroid receptor coactivator 2; Q15596; HEK293 GAL4-SRC2 luciferase reporter, luminescence; AID 651957; hit rate 0.17% among 370,000; inhibition, % at 9 µM;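 active = inhibition above the mean inhibition of all tested compounds plus 3 SD, set per campaign, cut at about 52% in these data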;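 note: 0% = DMSO treated cells and 100% = cells given Gossypol at 36 µM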
LMP1 NFkB inh = inhibitors of Epstein-Barr LMP1-induced NF-kappaB reporter; LMP1-induced NF-kappaB luciferase reporter cells, luminescence; inhibition, % at 12.5 µM; hit rate 0.69% among 350,000; AID 504558; in the data active = inhibition above about 41%;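 note: 0% = neutral control wells and 100% = reference inhibitor control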
TWEAK Fn14 block = blocks TWEAK-Fn14 interaction in a reporter cell assay; TWEAK-stimulated Fn14 reporter cells, luciferase luminescence, 8 h; inhibition, % at 10 µM; hit rate 2% among 360,000; AID 1159606; in the data active = inhibition above about 50%
SRC1 inh = inhibits human SRC1 coactivator. HEK293 GAL4-SRC1 luciferase reporter, luminescence. inhibition, % at 3.6 µM. hit rate 0.12% among 360,000. AID 588354;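 active = inhibition above the campaign mean plus 3 SD, with each screening campaign given its own cutoff, cut at about 60% in these data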;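 note: 0% = DMSO treated cells and 100% = gossypol at 36 µM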
NCOA3 inh = inhibitors of human steroid receptor coactivator 3 (SRC3). Q9Y6Q9. HEK293 GAL4-SRC3 luciferase reporter, luminescence. inhibition, % at 3.6 µM. hit rate 0.17% among 360,000;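 active = inhibition above a per-campaign cutoff, the mean of all compounds plus 3 SD, cut at about 60% in these data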;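 note: 0% = DMSO-treated cells and 100% = gossypol-treated cells at 36 µM; higher means less SRC3-driven luciferase light from the GAL4 reporter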
CF NFkB inh = cystic fibrosis NF-kB activation inhibition | KKLEB NF-kB-GFP reporter, PAF-induced, GFP fluorescence overnight | inhibition, % at 5 µM | hit rate 0.86% among 360,000 | AID 588850;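 active = at least 50% inhibition at 5 µM, scaled per plate between neutral and stimulator controls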;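 note: PAF is a Pseudomonas aeruginosa culture filtrate used as stimulus; plate controls were PAF-stimulated DMSO wells for no effect and unstimulated DMSO wells for full effect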
TROY signal inh = TROY signaling inhibition. Q293 LMP1-TROYcd NF-kB luciferase reporter, 4 h. inhibition, % at 10 µM. hit rate 0.98% among 360,000;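 active = compounds whose plate-normalised and pattern-corrected inhibition of the luciferase reporter signal at the single screening dose is 50% or more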
KKLEB tox = CF airway cell cytotoxicity counter-screen. KKLEB CF airway cells viability, ATPlite luminescence, overnight; active compounds read low; cells stimulated with P. aeruginosa culture filtrate. activity change (cytotoxicity), % at 5 µM. hit rate 0.36% among 360,000. AID 602141;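 active = corrected activity change at or below -50% at 5 µM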
LRH-1 inv ag = NR5A2 inverse agonism in reporter assay. O00482. HEK293T StAR-luciferase reporter, LRH-1 transfected, 24 h. inhibition, % at 3.6 µM. hit rate 0.13% among 360,000. AID 602396;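 active = inhibition above the mean inhibition of all tested compounds plus 3 SD, cut at about 73% in these data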;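 note: 0% = DMSO wells and 100% = reporter-only cells lacking LRH-1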
Target sequence (O00482 whole entry, looked up): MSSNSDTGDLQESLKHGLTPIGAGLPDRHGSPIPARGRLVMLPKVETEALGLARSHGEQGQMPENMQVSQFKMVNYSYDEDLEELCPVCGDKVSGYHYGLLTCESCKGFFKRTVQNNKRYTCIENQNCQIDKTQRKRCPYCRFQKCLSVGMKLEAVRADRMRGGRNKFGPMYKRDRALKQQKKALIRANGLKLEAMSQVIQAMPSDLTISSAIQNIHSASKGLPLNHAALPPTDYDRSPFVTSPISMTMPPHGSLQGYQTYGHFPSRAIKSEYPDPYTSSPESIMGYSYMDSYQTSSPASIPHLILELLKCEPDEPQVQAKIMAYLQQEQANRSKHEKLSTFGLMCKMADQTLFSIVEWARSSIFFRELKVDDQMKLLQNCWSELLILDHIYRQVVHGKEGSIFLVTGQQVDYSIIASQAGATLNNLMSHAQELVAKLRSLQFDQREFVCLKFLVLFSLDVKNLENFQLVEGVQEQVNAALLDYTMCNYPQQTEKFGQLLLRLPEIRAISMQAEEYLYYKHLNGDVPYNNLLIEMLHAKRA
* hit, by the source's call; x = no result given.

SMILES	NR2F2 inh	C8 TRAIL sens	NCOA2 inhibitor	LMP1 NFkB inh	TWEAK Fn14 block	SRC1 inh	NCOA3 inh	CF NFkB inh	TROY signal inh	KKLEB tox	LRH-1 inv ag
Cc1ccc(/C(O)=C2/C(=O)C(=O)N(c3ccccn3)C2c2ccc(F)cc2)cc1 (stereo not drawn)	-9	3	-33	-6	-12	-26	-45	24	-34	8	-40
Cc1ccc(/C=N/Nc2nc(N3CCCCC3)nc(N3CCCCC3)n2)o1	9	-3	-3	-6	-3	-13	6	-18	3	-11	3
CCOc1cc(NC(=S)NCC2CCCO2)c(OCC)cc1NC(=O)c1ccc(F)cc1 (stereo not drawn)	-2	-6	-2	5	-7	3	-8	6	-13	1	19
Cc1ccc(-c2cc(N)n[nH]2)cc1	5	2	-33	-9	10	-1	-27	9	15	-3	9
Cc1ccn2cc(CCNS(=O)(=O)c3ccc4ccccc4c3)nc2c1	-15	-3	25	8	-7	-12	-3	12	5	1	1
CCOCCCNC(=O)/C(C#N)=C/c1cc(Br)c(O)c(Br)c1	x	17	x	-1	0	8	14	32	26	-8	20
S=C(Nc1ccccc1Cl)N1CCOCC1	-8	-3	7	8	-3	-22	26	-1	-3	-3	14
O=C(Cc1ccccc1)c1ccc2c(c1)OCCO2	-43	6	-37	-29	-30	-33	-49	5	-78	8	-36
CCOc1ccc(C(=O)CCC(=O)N(CC)CC(=O)NCc2ccc(Cl)cc2)cc1	15	-4	4	-11	-7	-2	16	3	-15	-17	18
O=[N+]([O-])c1cccc(OCc2cn3cccnc3n2)c1	0	1	-9	-6	-13	-7	0	-4	-7	0	-8
COc1cccc(NC(=O)NNC(=O)CN2C(=O)COc3ccccc32)c1	7	16	-3	0	17	7	8	9	7	4	-14
NNC(=O)c1cccc(COc2ccc(Br)cc2)c1	-47	23	-56	38	-14	-168	-88	-6	-67	0	-285
OCC1OC(n2cnc3c(SCc4ccccc4)nc(F)nc32)C(O)C1O (stereo not drawn)	-4	5	-15	-2	-28	4	5	-42	-20	19	-9
C=CCN(Cc1nc(-c2ccccc2)no1)C(=O)c1ccc2c(c1)OCO2	-6	-13	1	1	-3	-4	0	-2	7	1	3
Fc1cccc(-c2nn[nH]n2)c1	10	2	-25	1	0	0	15	8	-8	2	10
COc1cccc(COC(=O)C2CC(=O)N(Cc3ccc(C)cc3)C2)c1OC (stereo not drawn)	-3	-4	-9	-4	-24	-4	13	-9	3	5	5
Cc1ccc(F)c(C2C3C=CCC(c4cccc(-c5ccc(N(C)C)cc5)c4)C3C(=O)N2Cc2ccccc2)c1 (stereo not drawn)	8	20	-18	-16	2	-27	-21	45	3	-9	-34
Cn1c(=O)c(=O)n(C)c2cc(S(=O)(=O)N3CCC(Cc4ccccc4)CC3)ccc21	-12	0	-4	9	11	17	12	3	7	9	-5
O=C(CCN1C(=O)C2C3C=CC(C3)C2C1=O)N1CCN(c2ccccc2Cl)CC1 (stereo not drawn)	8	2	-24	85*	-18	-1	9	-6	-1	3	18
COc1cccc(CNC(=O)CCC2CCCN(C(=O)C3CCOCC3)C2)c1 (stereo not drawn)	-7	25	-5	-11	10	-17	7	0	5	-5	1

Nothing new here: an excerpt of the list.
SMILES	NR2F2 inh	C8 TRAIL sens	NCOA2 inhibitor	LMP1 NFkB inh	TWEAK Fn14 block	SRC1 inh	NCOA3 inh	CF NFkB inh	TROY signal inh	KKLEB tox	LRH-1 inv ag
Cc1ccc(/C(O)=C2/C(=O)C(=O)N(c3ccccn3)C2c2ccc(F)cc2)cc1 (stereo not drawn)	-9	3	-33	-6	-12	-26	-45	24	-34	8	-40
Cc1ccc(/C=N/Nc2nc(N3CCCCC3)nc(N3CCCCC3)n2)o1	9	-3	-3	-6	-3	-13	6	-18	3	-11	3
CCOc1cc(NC(=S)NCC2CCCO2)c(OCC)cc1NC(=O)c1ccc(F)cc1 (stereo not drawn)	-2	-6	-2	5	-7	3	-8	6	-13	1	19
Cc1ccc(-c2cc(N)n[nH]2)cc1	5	2	-33	-9	10	-1	-27	9	15	-3	9
Cc1ccn2cc(CCNS(=O)(=O)c3ccc4ccccc4c3)nc2c1	-15	-3	25	8	-7	-12	-3	12	5	1	1
CCOCCCNC(=O)/C(C#N)=C/c1cc(Br)c(O)c(Br)c1	x	17	x	-1	0	8	14	32	26	-8	20
S=C(Nc1ccccc1Cl)N1CCOCC1	-8	-3	7	8	-3	-22	26	-1	-3	-3	14
O=C(Cc1ccccc1)c1ccc2c(c1)OCCO2	-43	6	-37	-29	-30	-33	-49	5	-78	8	-36
CCOc1ccc(C(=O)CCC(=O)N(CC)CC(=O)NCc2ccc(Cl)cc2)cc1	15	-4	4	-11	-7	-2	16	3	-15	-17	18
O=[N+]([O-])c1cccc(OCc2cn3cccnc3n2)c1	0	1	-9	-6	-13	-7	0	-4	-7	0	-8
COc1cccc(NC(=O)NNC(=O)CN2C(=O)COc3ccccc32)c1	7	16	-3	0	17	7	8	9	7	4	-14
NNC(=O)c1cccc(COc2ccc(Br)cc2)c1	-47	23	-56	38	-14	-168	-88	-6	-67	0	-285

(list continues)
SMILES	NR2F2 inh	C8 TRAIL sens	NCOA2 inhibitor	LMP1 NFkB inh	TWEAK Fn14 block	SRC1 inh	NCOA3 inh	CF NFkB inh	TROY signal inh	KKLEB tox	LRH-1 inv ag
Cc1ccc(OCc2ccc(C(=O)Nc3nc4ccccc4n3C)o2)c([N+](=O)[O-])c1	4	4	1	0	-20	15	1	-11	10	7	-5
COc1ccccc1Nc1nc(N)nc(CN2CCN(Cc3ccccc3)CC2)n1	7	-1	-2	2	12	-31	3	5	8	-8	-3
CCOc1ccc(NC(=O)CSc2nnc(Cc3cccn3C)n2-c2ccc(OC)cc2)cc1	x	-3	x	-5	10	-7	20	-8	-8	1	-9
COCC(=O)NC1CCN(S(=O)(=O)c2cccc(C(C)=O)c2)CC1	14	-1	-18	1	3	-19	3	-19	4	3	-4
CCN(CC)S(=O)(=O)c1ccc2nc(NC(=O)c3cccs3)sc2c1	-6	24	-12	-4	-26	-54	-40	4	17	-3	-56
CCN(CC)S(=O)(=O)c1ccc2c(c1)c(=O)c(C(=O)N1CCc3ccccc3C1)cn2C	3	-1	0	-13	-12	14	0	0	-15	0	7
CCC(=O)N1CCc2cc(Br)cc(S(=O)(=O)NCC3CCCO3)c21 (stereo not drawn)	8	-10	3	-1	-5	3	3	-25	-7	6	-24
Cc1cc(C)c(-c2cc(NC(=O)CSc3nncn3C)n(-c3ccccc3)n2)cc1C	18	-4	7	12	-7	-1	-2	-9	-11	7	7
CCOCCc1nnc(NC(=O)CS(=O)(=O)c2ccc(C)cc2)s1	14	-4	9	6	4	-18	2	7	-11	2	11
CC(C)c1ccc(OCC(=O)Nc2ccc(OC(F)(F)F)cc2)cc1	3	-4	11	1	0	9	17	23	-7	-6	6
CCN(C/C=C/c1ccccc1OC)Cc1ccccc1	4	-4	18	7	-2	-19	-2	-7	8	-2	-3
C#CC1(NC(=O)N(C)C)CCCCC1	-2	-3	-6	1	-3	-44	14	-6	11	6	-6
Cc1cccc(C)c1NC(=O)C(NS(=O)(=O)c1cccs1)c1ccccc1 (stereo not drawn)	-4	-8	-13	3	-22	-3	14	-1	2	2	2
Cc1nn(CC(=O)N2CCc3ccccc3C2)c(C)c1[N+](=O)[O-]	-15	5	-15	1	1	4	-4	-14	7	2	9
COc1ccc(Cl)cc1NC(=O)C(C)OC(=O)C1=NNC(=O)CC1 (stereo not drawn)	3	0	-16	1	3	3	-14	4	-17	-1	21
CN(C(=O)CSc1nncn1-c1ccccc1)C1CCS(=O)(=O)C1 (stereo not drawn)	7	13	20	5	9	-43	11	24	-20	2	10
O=C(O)C1CC=CCC1C(=O)NCCc1cccc(Cl)c1 (stereo not drawn)	x	2	x	-3	-1	-2	10	-2	-16	-2	-9
CCOP(=O)(OCC)C(NC(=O)c1ccc(OC)c(OC)c1)c1ccccc1 (stereo not drawn)	-8	4	-8	6	10	-8	23	14	13	4	9
CCN(C(=O)c1ccc(S(=O)(=O)N(C)C)cc1)C(C)C(=O)Nc1ccc(C)cc1 (stereo not drawn)	-1	23	-6	14	12	-8	2	3	10	-2	1
COCC(C)NC(=O)c1cc(S(=O)(=O)N2CCCCC2)ccc1N1CCOCC1 (stereo not drawn)	3	-1	-6	-3	0	-49	22	-2	-9	12	7
CCOc1ccc(NC(=O)C(=S)NC2CCCCC2)cc1	-11	-3	4	-51	-60	-19	-17	10	-40	12	8
CC1CCc2sc(C(=O)N/N=C/c3ccc(O)cc3)cc2C1 (stereo not drawn)	-43	13	-33	-3	-19	-7	-11	-1	-30	20	-48
COc1ccc(OC)c(C(=O)CCCCC(=O)c2cc(OC)ccc2OC)c1	17	-3	3	-2	8	-26	-9	33	17	-11	-1
COCCCN1C(=O)C(CC(=O)NC2CC2)CC(C(=O)N2CCOCC2)=C1C (stereo not drawn)	-14	-24	-3	x	14	15	0	6	4	-12	6
Cc1c(-c2ccccc2)cnc2c(C)cccc12	-8	-5	-10	-6	7	8	10	-18	-13	7	5
Cc1ccc(CNC(=O)CNS(=O)(=O)c2ccc3c(c2)C(C)(C)C(=O)N3C)cc1	-24	5	-53	-4	2	-4	4	-4	-15	-9	-11
O=C(CSc1ncnc2nc[nH]c12)c1ccc(Cl)cc1	4	74*	9	4	-2	15	-4	17	16	1	-6
COC(=O)CSc1nc2ccccn2c(=O)c1C=O	-39	1	-22	-10	7	-33	-32	0	3	12	-25
Cc1ccc(CN2CCNC(=O)C2CC(=O)NCCCn2cccn2)o1 (stereo not drawn)	9	-1	-18	-8	8	-27	14	-18	17	-3	-3
CCCNC(=O)Nc1ccc(NC(C)=O)cc1	11	-5	-7	8	-23	-18	11	6	6	-5	-8
CCC(C)[C@H](NC(=O)OC(C)(C)C)C(=O)N/N=C/C1=Cc2ccccc2OC1 (stereo partly drawn)	-5	9	-4	-3	7	-8	16	7	-1	-6	-3
COc1ccc(OCCNC(=O)C(Cc2c[nH]c3ccccc23)NC(C)=O)cc1 (stereo not drawn)	7	-17	-4	4	10	-2	20	6	-10	-7	17
COc1ccc(NC(=O)C2CCCN(S(=O)(=O)c3cccnc3)C2)c(OC)c1 (stereo not drawn)	-21	-13	-12	0	2	-17	4	-15	0	16	-4
CC(C)(C)OC(=O)CC12CCCCC1NC(=O)O2 (stereo not drawn)	-6	-8	-31	-4	4	4	3	-4	1	-20	1
